# PV pol inh: inhibitors of poliovirus RNA polymerase binding and polymerization; P03300; poliovirus polymerase elongation, fluorescence polarization; active compounds read low; % elongation, % (compound at 16.7 µg/mL); 0.66% of 150,000 active; AID 588519; in the data active = % elongation below about 90%; also: some results filed as inactive read as strong as hits
# Target sequence (P03300 1749-2209 limits assumed): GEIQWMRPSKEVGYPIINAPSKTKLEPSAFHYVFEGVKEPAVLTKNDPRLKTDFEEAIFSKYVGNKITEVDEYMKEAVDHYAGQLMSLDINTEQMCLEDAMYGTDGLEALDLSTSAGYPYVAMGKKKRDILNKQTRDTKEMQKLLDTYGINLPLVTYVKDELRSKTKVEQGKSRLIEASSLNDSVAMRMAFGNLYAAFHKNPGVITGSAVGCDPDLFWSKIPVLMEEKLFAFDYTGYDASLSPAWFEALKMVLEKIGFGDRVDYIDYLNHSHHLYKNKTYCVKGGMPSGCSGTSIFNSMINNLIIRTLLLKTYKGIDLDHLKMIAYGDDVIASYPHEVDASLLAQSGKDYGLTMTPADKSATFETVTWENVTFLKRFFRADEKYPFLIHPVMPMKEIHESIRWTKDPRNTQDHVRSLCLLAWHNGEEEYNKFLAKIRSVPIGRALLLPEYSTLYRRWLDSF
# PV pol inh FP z-score: second read-out of PV pol inh, no call of its own (marks repeat the call); z-score; measured here: FP z-score; hits read low
# * marks the source's active call; other numbers are inactive results.
SMILES,PV pol inh,PV pol inh FP z-score
CN1C(=CC#N)N(C)c2ccccc21,103.0,0.2
COc1cccc(C2=CC(c3cc(Br)ccc3F)n3nnnc3N2)c1 (centres undefined),105.0,0.2
O=C(COC(=O)c1ccccc1)NCC1CCCO1 (centres undefined),103.0,0.6
CC(OC(=O)c1nsc(Cl)c1Cl)C(=O)NCc1cccs1 (centres undefined),104.0,0.6
CCC(CC)C(=O)Nc1nc(-c2ccccc2)cs1,104.0,0.6
CCOC(=O)c1c(NC(=O)c2ccccc2)sc2c1CCCC2,102.0,0.4
Cc1[nH]c2ccc(F)cc2c1CCNC(=O)c1cc2cc(Cl)ccc2oc1=O,107.0,0.5
CCc1c(C)sc2c1CCN(Cc1cccc(F)c1)C2c1ccccc1 (centres undefined),103.0,-0.5
CCS(=O)(=O)c1ccc(O)c(N=Cc2ccc[nH]2)c1,106.0,1.4
COc1ccc(CNC(=O)Cn2c(=O)nc(-c3ccccc3F)c3cc(Cl)ccc32)cc1,103.0,-0.4
CN1c2ccccc2-c2nc(SCC(=O)c3ccc4c(c3)OCO4)ncc2S1(=O)=O,100.0,-0.2
CC(=O)Nc1ccc(OC(=O)c2cccs2)cc1,99.0,-0.2
CC1CCN(Cc2ccc(NC(=O)Nc3cn(C)c(=O)c4ccccc34)cc2)CC1,101.0,-0.3
Cn1c(-c2ccccc2)c(/C=N/NC(=O)c2cccs2)c2ccccc21,103.0,0.1
NC(=O)CSc1nnnn1-c1cccnc1,101.0,-0.5
O=C(c1ccco1)N1CCN(C(=O)C2CC(=O)N(c3ccccc3)C2)CC1 (centres undefined),102.0,0
COc1ccc2c(c1)c(=O)c(S(=O)(=O)c1ccccc1)cn2Cc1ccccc1,101.0,0.1
COc1ccc(NC(=O)CN2C(=O)COc3ccc(S(=O)(=O)Nc4ccccc4)cc32)cc1OC,101.0,-0.3
CCCc1nc2ccccc2c(C(=O)OC2CCOC2=O)c1CC (centres undefined),100.0,-0.3
CC(C)Oc1ccc(C(=O)NC(=S)N2CCOCC2)cc1,102.0,0.6
CCOC(=O)/C(=N\O)c1c(C)nn(-c2ccc(F)cc2)c1C,104.0,0.3
CN(C)CCN(Cc1ccco1)C(=O)c1c2c(nc3ccccc13)C(=O)N(C1CCCCC1)C2,100.0,-0.2
O=C(NCC(c1cccs1)S(=O)(=O)c1cccs1)NC1CCCCC1 (centres undefined),98.0,-1.6
O=C(COc1ccccc1)Nc1cccc(C(F)(F)F)c1,101.0,-0.2
O=C(O)C1Sc2[nH]c(=O)sc2C2c3ccc(O)cc3OC(=O)C12 (centres undefined),94.0,-1.9
CC(C)C(=O)NC1=NC2C(N=CN2C2CC(O)C(CO)O2)C(=O)N1 (centres undefined),109.0,0.7
CC(C)NS(=O)(=O)c1ccc(CCC(=O)Nc2ccc3c(c2)OCCO3)cc1,100.0,0
COc1ccc(Br)cc1CNC(=O)c1cc(-c2ccccc2)n(C)c1C,101.0,-0.8
CCc1ccc(-c2nc(CS(=O)CC(=O)NCc3ccc(F)cc3)c(C)o2)cc1 (centres undefined),103.0,-0.4
CC(C)c1ccc(-c2nnc3n(CCc4ccccc4)c(=O)c4ccccc4n23)cc1,99.0,-0.7
CCOC(=O)C(C)Sc1nnc2cc(C)c3ccccc3n12 (centres undefined),104.0,0.1
CC(=O)Nc1ccccc1-c1nc2ccccc2n(C(C)C(=O)Nc2cccc(C)c2C)c1=O (centres undefined),105.0,-0.2
CC1(C)CC(=O)c2cc(OCC(=O)NCCN3CCOCC3)ccc2O1,101.0,-0.4
Cn1c(SCC(=O)NC(=O)c2ccc(OC(F)F)cc2)nc2ccccc21,107.0,0.5
Cc1ccc(C(=S)N2CCOCC2)cc1,98.0,-0.5
O=C(O)c1cn(-c2ccc(F)cc2)c2cc(N3CCNCC3)c(F)cc2c1=O,99.0,0
CN(C)S(=O)(=O)n1cc(/C=C(\NC(=O)c2ccccc2)C(=O)NCc2ccco2)c2ccccc21,104.0,0.5
Cc1c(CNC2CCCCC2)c(C(=O)O)c(C)n1Cc1ccc(F)cc1,104.0,-0.5
Cc1ccc(C)c(S(=O)(=O)N/N=C/c2ccc(N(C)C)cc2)c1,102.0,-0.6
COc1cccc(C(=O)CC#N)c1,104.0,0.2

# Compound profiles (already shown).
# CCOC(=O)/C(=N\O)c1c(C)nn(-c2ccc(F)cc2)c1C is listed with PV pol inh: 104.0; PV pol inh FP z-score: 0.3
# Cn1c(SCC(=O)NC(=O)c2ccc(OC(F)F)cc2)nc2ccccc21 is listed with PV pol inh: 107.0; PV pol inh FP z-score: 0.5

# (list continues)
SMILES,PV pol inh,PV pol inh FP z-score
O=C(COCc1cc(-c2ccc(F)cc2)on1)NCc1cccs1,104.0,1
CS(=O)(=O)N1Cc2ccccc2CC1C(=O)Nc1cc(Cl)ccc1N1CCOCC1 (centres undefined),104.0,0.3
COC(=O)C1=C(C)NC2=C(C(=O)CC(c3ccc(OC)cc3)C2)C1c1cccc2ccccc12 (centres undefined),104.0,0.1
O=c1c2c3c(sc2n2cnnc2n1Cc1ccccc1)CCCC3,100.0,0.2
COc1ccc(N2C(=O)CC(SC(N)=Nc3ccccc3)C2=O)cc1 (centres undefined),103.0,0.2
COc1ccc(Cl)cc1S(=O)(=O)n1ccnc1,99.0,-0.5
Cc1ccc(C(=O)NCC(=O)OCc2cc(=O)n3nc(C4CCCCC4)sc3n2)cc1,105.0,-0.2
Cc1ccc(-n2ncc3c(=O)n(CC(=O)N(C)C)cnc32)cc1,101.0,-0.4
CCOC(=O)c1cnn(-c2ccccc2)c1NC(=O)Nc1cccc(Cl)c1,108.0,0.6
Cc1cccc(NC(=O)CSC2=Nc3ccccc3C3=NC(CCC(=O)NCc4ccc(F)cc4)C(=O)N23)c1 (centres undefined),116.0,1
CCOC(=O)c1cc(S(=O)(=O)Nc2ccc(Br)c(C)c2)[nH]n1,100.0,-1.4
C=CCN1C(=O)/C(=C\c2ccc(N3CCOCC3)cc2C)C(=O)NC1=S,100.0,-0.2
Cc1nc(N2CCCC2)c2c(C(=O)Nc3cccc(Cl)c3)c(C)oc2n1,99.0,-1.2
Cc1ccc2c(c1)N(CC(=O)NC(C)(C)C)C(=O)C(C)O2 (centres undefined),101.0,-0.3
NP1(=O)C=C(c2ccccc2)OC(c2ccccc2)=C1,96.0,-0.8
CCc1ccccc1NC(=O)c1cc(C)no1,103.0,0.5
Cc1ccc(SCCC(=O)O)cc1C,100.0,-0.2
CCC(C(=O)Nc1cc(C)ccc1C)n1nnc(C(=O)O)c1C(=O)O (centres undefined),100.0,-1.1
CC(=O)c1ccc(N2C(=O)N(CC(=O)c3ccc(F)cc3)c3ccccc3S2(=O)=O)cc1,107.0,0
Cc1csc2nc(-c3ccccc3)cn12,103.0,0.3
COC(=O)COc1ccc2c(c1)C(=NO)c1cc(OCC(=O)OC)ccc1-2,102.0,0.1
Cc1cc(NS(=O)(=O)c2ccc(N=Cc3ccccc3O)cc2)no1,101.0,-0.2
CCOc1ncccc1C(=O)OCc1cc(C(=O)OC)c(C)o1,107.0,0.6
Cn1nccc1NC(=S)Nc1ccc(Cl)cc1,102.0,0.1
O=C(CCC1COc2ccccc2O1)Nc1ccccn1 (centres undefined),102.0,0.8
COc1ccc(-n2nnc3c(SCC(=O)Nc4cccc(C(F)(F)F)c4)ncnc32)cc1,104.0,0.6
COc1cc(NC(=O)CC2NC3CCCCC3NC2=O)cc(OC)c1 (centres undefined),100.0,-0.4
COc1ccc(CN2C(=O)CC(C(N)=O)SC2=Nc2ccccc2)cc1 (centres undefined),102.0,-0.1
CCNCC(=O)Nc1ccc(Br)cc1,106.0,0.4
Cc1cccc(N(CC(=O)NCCSc2ccc(Cl)cc2)S(=O)(=O)c2ccccc2)c1C,109.0,1.2
O=C(CSc1oc(-c2ccco2)nc1S(=O)(=O)c1ccc(Cl)cc1)c1ccccc1,105.0,-0.1
OCCn1c(-c2ccc(F)cc2)csc1=Nc1cccc(Cl)c1,101.0,-0.1
CCOP(=S)(Nc1cccc(F)c1)OCC,97.0,-1.1
O=C(NC(C(F)(F)F)C(F)(F)F)OC1CCCC1,101.0,-0.1
Clc1ccc(/C=N\n2cnnc2)c(Cl)c1,103.0,0.1
COC(=O)C(C)Sc1cc(C)c2ccccc2n1 (centres undefined),104.0,0.4
Cc1ccc(NS(=O)(=O)c2ccc(NC(=O)CN3C(=O)c4cccc5cccc3c45)cc2)cc1,100.0,-0.6
CCCCc1cc(=O)oc2c(CN3CCCC3)c(O)c(Cl)cc12,97.0,-1.4
CN(C)c1ccc(C(O)c2nnc(-c3ccccc3)o2)cc1 (centres undefined),102.0,0.1
CCOC(=O)c1cccc(NS(=O)(=O)c2ccc(-c3coc(C)n3)cc2)c1,114.0,1.6
O=C(c1ccc(CS(=O)c2ccccc2Cl)o1)N1CCc2ccccc21 (centres undefined),98.0,-1.7
COc1ccc(OC)c(S(=O)(=O)Nc2cc3c(C(C)=O)c(C)oc3c3ccccc23)c1,100.0,-0.7
CC1=NN(c2nc3ccccc3[nH]2)C(=O)/C1=C/N(C)C,101.0,-0.3
Cc1ccc(NC(=O)CCc2nc(-c3ccccc3F)no2)c(C)c1,107.0,0.2
COc1cccc2sc(NC(=O)c3ccc(S(=O)(=O)N(C)C)cc3)nc12,103.0,0.2
CN(Cc1cccs1)S(=O)(=O)c1cn(C)c(=O)n(C)c1=O,103.0,0.1
O=C(CCCn1c(=O)oc2ccccc21)NCCc1ccc2c(c1)OCCO2,104.0,0
COc1ccccc1OCC(=O)Nc1nc(-c2ccc(Br)cc2)ns1,109.0,0.6
O=C(Nc1ccc2nc(SCC(=O)N3CCOCC3)sc2c1)c1cccc(Br)c1,111.0,0.9
COC(=O)c1ccc(CSc2nc(-c3cccs3)cc(C(F)(F)F)n2)cc1,103.0,0.2
O=C(Cn1cncn1)N/N=C/c1cc(Br)ccc1O,106.0,0.7
N#C/C=C\Oc1ccc(Cl)cc1N,101.0,0.2
CC1(C)NN1CCCN1NC1(C)C (centres undefined),106.0,0.4
O=C(CSc1ccccc1C(=O)N1CCN(c2ncccn2)CC1)NC12CC3CC(CC(C3)C1)C2,101.0,-0.2
CCc1ccc(NC(=O)CSc2nc3c(oc4ccccc43)c(=O)n2-c2cccc(C)c2)cc1,103.0,-0.7
Cc1ccc(C(=O)CC(C(=O)O)n2cccn2)cc1 (centres undefined),104.0,0.6
CCCN(C(=O)COc1ccccc1F)c1c(N)n(Cc2ccccc2)c(=O)[nH]c1=O,100.0,-0.1
CC1CN(C(=O)COC(=O)/C=C/c2ccccc2)CC(C)O1 (centres undefined),103.0,0.7
CCN(CC(=O)Nc1ccc2c(c1)OCCO2)CC(=O)c1c(C)[nH]c2ccccc12,107.0,0.9
CCOC(=O)c1ccc2nc(NC(=O)CSC3=NC(=O)C(CC)C(=O)N3)sc2c1 (centres undefined),101.0,-0.2

# Structures shown so far that have bromine:
SMILES,PV pol inh,PV pol inh FP z-score
COc1cccc(C2=CC(c3cc(Br)ccc3F)n3nnnc3N2)c1 (centres undefined),105.0,0.2
COc1ccc(Br)cc1CNC(=O)c1cc(-c2ccccc2)n(C)c1C,101.0,-0.8
CCOC(=O)c1cc(S(=O)(=O)Nc2ccc(Br)c(C)c2)[nH]n1,100.0,-1.4
CCNCC(=O)Nc1ccc(Br)cc1,106.0,0.4
COc1ccccc1OCC(=O)Nc1nc(-c2ccc(Br)cc2)ns1,109.0,0.6
O=C(Nc1ccc2nc(SCC(=O)N3CCOCC3)sc2c1)c1cccc(Br)c1,111.0,0.9
O=C(Cn1cncn1)N/N=C/c1cc(Br)ccc1O,106.0,0.7

# Next part
SMILES,PV pol inh,PV pol inh FP z-score
CCOC(=O)CSc1nc2ccccc2c(=O)n1Cc1ccco1,104.0,0.1
O=C(/C=C/c1ccc(F)cc1)N(CCO)Cc1ccccc1,103.0,0.6
COc1ccc(C(=O)Nc2ccc(-n3nncc3-c3ccccc3)cc2)cc1OC,110.0,0.4
COc1ccccc1-n1nc(-c2ccccc2)c2cnc3c(F)cc(F)cc3c21,105.0,-1.2
NS(=O)(=O)c1ccc(Nc2nc3nonc3nc2Nc2ccc(S(N)(=O)=O)cc2)cc1,99.0,-0.3
COc1cccc(Oc2c(C(F)(F)F)oc3cc(OC)ccc3c2=O)c1,105.0,0.7
Oc1c(/C=N/N2CCOCC2)cc2c3c1CCCN3CCC2,131.0,3.4
S=C(c1ccc(-c2ccc(Cl)cc2)o1)N1CCOCC1,99.0,-0.7
COC(=O)CCn1ccnc1C,98.0,-0.7
N#Cc1nc(COc2cccc(Cl)c2)oc1NCCc1ccccc1,101.0,-0.6
Cc1ccc(C(=O)NC2CCCCCCC2)cc1I,101.0,-0.2
CC(C)S(=O)(=O)/C(C#N)=C/N1CCC(C(F)(F)F)CC1,118.0,3.3
CC(C)(C)c1ccc(-c2noc(CSc3n[nH]c(=O)n3C3CC3)n2)cc1,102.0,0.1
O=C(NNc1ccc(F)cc1)c1cc(Cl)nc(OCC(F)(F)F)c1,102.0,0.2
O=C(Oc1c(CN2CCOCC2)cc(Cl)c2cccnc12)c1ccccc1Cl,105.0,1
CCOc1ccc(NC(=O)CSc2nc3ccccc3c(=O)n2CCC(=O)NC2CCCCC2)cc1,101.0,-1.1
OC1Cc2cccc3cccc1c23 (centres undefined),100.0,-0.3
COc1cc(-c2ccno2)ccc1S(=O)(=O)N1CCN(c2ccccc2F)CC1,102.0,-0.7
Cn1c(=O)c2c(nc(N3CCOCC3)n2Cc2cccc(Br)c2)n(C)c1=O,107.0,0.3
Cc1ccc(NC(=O)Cn2cnc3nc4c(cc3c2=O)CCCC4)cc1Cl,111.0,1.1

# The last two compounds of the section above open the next one:
SMILES,PV pol inh,PV pol inh FP z-score
Cn1c(=O)c2c(nc(N3CCOCC3)n2Cc2cccc(Br)c2)n(C)c1=O,107.0,0.3
Cc1ccc(NC(=O)Cn2cnc3nc4c(cc3c2=O)CCCC4)cc1Cl,111.0,1.1
CCOC(=O)N1CCN(C(=O)CCN2c3ccccc3Sc3ccccc32)CC1,102.0,0.1
CCSc1nc(-c2ccccc2)cc(C)c1C#N,101.0,-0.3
O=C(CN1CCN(c2ccccc2Cl)CC1)NC(=O)Nc1ccccc1F,102.0,0
CCC(C)n1c(=N)c(C(=O)NCc2ccco2)cc2c(=O)n3cc(C)ccc3nc21 (centres undefined),109.0,-0.3

# Screens from PubChem.

# The list is partial. The share of hits here may be higher or lower than overall.
